# From PubChem BioAssay
# TAAR1 ag: agonists of human TAAR1; Q96RJ0; CHO RD-HGA16 TAAR1, Fluo-8 calcium fluorescence; vehicle wells 0%, saturating PEA agonist 100%; activation, % at 3 µM; 360,000 compounds, 0.99% hits; AID 624467;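 active = activation above the mean activation of all test compounds in the run plus 3 SD, cut at about 38% in these data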
# Target sequence (Q96RJ0 whole entry, looked up): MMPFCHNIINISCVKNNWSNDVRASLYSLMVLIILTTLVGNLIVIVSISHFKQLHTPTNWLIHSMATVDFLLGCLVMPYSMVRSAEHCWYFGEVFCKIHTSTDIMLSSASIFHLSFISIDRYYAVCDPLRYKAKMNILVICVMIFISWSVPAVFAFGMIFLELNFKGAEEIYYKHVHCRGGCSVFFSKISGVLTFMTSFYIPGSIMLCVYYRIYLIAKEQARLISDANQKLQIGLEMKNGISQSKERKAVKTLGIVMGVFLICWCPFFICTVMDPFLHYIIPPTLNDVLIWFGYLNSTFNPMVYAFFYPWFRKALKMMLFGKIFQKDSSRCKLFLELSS
#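 System: CHO RD-HGA16 cells carrying human TAAR1 plus Gα16; Incubation: 17-24 h seeding, 75 min 37 °C dye, 30 min RT; Measured by: Fluo-8 fluorescence, 5 s baseline then 140 s kinetic read; Control set: DMSO and PEA EC100; Replication: single well for each compound.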
# CHO-K1 Ca antag: M1 antagonist counterscreen hit in parental CHO-K1 cells; ATP-induced calcium, Fluo-8 fluorescence; inhibition, % at 3 µM; 360,000 compounds, 0.6% hits;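 active = inhibition above a per-plate cutoff, the plate's mean sample inhibition plus 3 SD, cut at about 24% in these data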;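 also: 0% = DMSO plus EC80 ATP and 100% = DMSO alone without ATP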
# M1 antag: blocks human M1 muscarinic receptor; inhibition, % at 3 µM; 360,000 compounds, 1.3% hits; CHO-K1 hM1, Fluo-8 calcium fluorescence, ACh EC80 antagonist;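 active = percent inhibition above its own plate's cutoff, namely the mean of that plate's compound wells plus 3 SD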;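 also: peak over basal fluorescence ratio during 140 s after agonist addition; 0% = ACh EC80 plus DMSO and 100% = DMSO alone without agonist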
# Target sequence (P11229 whole entry, looked up): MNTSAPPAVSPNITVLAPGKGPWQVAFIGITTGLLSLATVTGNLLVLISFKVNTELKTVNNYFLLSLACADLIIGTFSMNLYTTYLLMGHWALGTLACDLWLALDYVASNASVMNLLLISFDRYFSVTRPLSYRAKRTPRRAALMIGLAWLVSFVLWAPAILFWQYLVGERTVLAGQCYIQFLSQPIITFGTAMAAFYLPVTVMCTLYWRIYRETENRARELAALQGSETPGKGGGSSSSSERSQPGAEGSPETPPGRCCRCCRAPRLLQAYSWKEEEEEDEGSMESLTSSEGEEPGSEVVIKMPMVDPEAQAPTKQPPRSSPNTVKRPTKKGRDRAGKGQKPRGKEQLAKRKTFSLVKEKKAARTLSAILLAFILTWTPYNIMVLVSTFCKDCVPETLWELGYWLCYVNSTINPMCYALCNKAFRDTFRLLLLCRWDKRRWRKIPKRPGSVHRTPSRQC
# CHRM1 PAM: positive allosteric modulators of human M1 muscarinic receptor; activation, % at 3 µM; 360,000 compounds, 0.088% hits; P11229; CHO-K1 hM1, Fluo-8 calcium fluorescence, ACh EC20; 0% = ACh EC20, 100% = maximal ACh; AID 588819; in the data active = activation above about 19%, passing the limit was not always enough
# M1 ag: human M1 muscarinic receptor agonism; P11229; CHO-K1 hM1, Fluo-8 calcium fluorescence, agonist mode; 0% DMSO, 100% acetylcholine EC100; activation, % at 3 µM; 360,000 compounds, 0.33% hits; AID 588814;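 active = activation above the run's mean compound activation plus 3 SD, cut at about 16% in these data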;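 also: peak over basal fluorescence ratio within a 140 s kinetic read after compound addition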
# M1 ag parental: M1 agonist counterscreen hit in parental CHO-K1 cells | 360,000 compounds, 0.48% hits | Fluo-8 calcium fluorescence; scaled to maximal ATP response, vehicle zero | activation, % at 3 µM; in the data active = activation above about 15%;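 also: untransfected CHO-K1 host cells lacking M1 receptor as counterscreen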
# TAAR1 antag: antagonists of human TAAR1 | 360,000 compounds, 1.5% hits | CHO RD-HGA16 TAAR1, Fluo-8 calcium fluorescence, antagonist | Q96RJ0 | inhibition, % at 3 µM;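 active = inhibition above a per-plate cutoff, the mean inhibition of test compounds on that plate plus 3 SD, cut at about 49% in these data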;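 also: 0% = DMSO plus EC80 beta-PEA response and 100% = DMSO alone without agonist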
#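 Material: CHO RD-HGA16 cells bearing hTAAR1; compound dosing: one-point dosing, 3 µM nominal final; schedule: dye loading 75 min at 37 °C, then 30 min room temperature; measured by: calcium fluorescence with Fluo-8; control set: vehicle and agonist controls; replication: n of 1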
# CHO-K1 Ca PAM: counter-screen for M1 PAMs: effect in parental CHO-K1 cells. AID 602247. 360,000 compounds, 0.02% hits. activation, % at 3 µM. ATP EC20, Fluo-8 calcium fluorescence; 0% at ATP EC20, 100% at ATP max;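 active = activation above the run cutoff, the mean activation of all test compounds plus 3 SD, cut at about 40% in these data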;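 also: peak over basal fluorescence ratio in a 140 s read after ATP addition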
# CHO parental Ca: counter-screen: ATP calcium response change in parental CHO cells; parental CHO-K1, ATP-induced calcium, Fluo-8 fluorescence; inhibition, % at 5.6 µM; 330,000 compounds, 0.63% hits; AID 463079;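 active = inhibition above that plate's mean sample inhibition plus 3 SD, cut at about 26% in these data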;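 also: 0% = ATP-challenged DMSO wells and 100% = DMSO wells without ATP; some compounds past the cut are filed as inactive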
#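 Material: Parental CHO cells | Reagent: ATP | Compound dosing: Single nominal dose of 5.6 µM per compound | Detection: Intracellular calcium via Fluo-8 no-wash fluorescent dye | Read-out: % inhibition of ATP-induced calcium mobilization | Benchmarks: Low control ATP plus DMSO, high control DMSO only | Replicates: Singlicate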
# Active calls of the source: *; x = no result given.
SMILES,TAAR1 ag,CHO-K1 Ca antag,M1 antag,CHRM1 PAM,M1 ag,M1 ag parental,TAAR1 antag,CHO-K1 Ca PAM,CHO parental Ca
CCOc1ccccc1CNCCN1CCOCC1,6.2,-34.9,-1.4,3.0,-3.2,0.4,5.8,-1.9,8.6
COCCN(C(=S)Nc1ccc(OC)c(Cl)c1)C1CCN(C(C)C)CC1,5.3,-6.7,-1.4,9.9,-4.6,2.4,-4.6,-12.1,13.7
CN1CCc2c(sc3nc(NCCO)n(-c4cccc(Cl)c4)c(=O)c23)C1,0.5,-3.4,-7.2,0.0,-7.0,0.1,0.5,-0.1,-12.9
COc1cc(C(=O)OCC(=O)Nc2cc(C)on2)ccc1OCc1ccccc1Cl,-1.7,0.5,-8.8,7.0,-2.3,0.0,-7.7,9.7,-9.4
O=C(CSc1nnc2ccccn12)Nc1ccccc1Cl,1.4,0.1,2.1,1.5,-2.1,0.4,-12.8,2.5,-13.6
O=C(NCc1cccnc1)/C(=C\c1ccc(-c2ccc(Br)cc2)o1)S(=O)(=O)c1ccccc1,9.6,3.7,-3.5,-2.9,-7.9,4.4,11.5,12.2,-17.8
COC(=O)c1sccc1NC(=O)Nc1ccccc1OC,-1.4,-9.7,4.1,-1.8,-5.2,0.9,9.6,-11.5,-17.2
CCCCc1nc(SCC(=O)Nc2cc(C)on2)n[nH]1,1.7,-25.6,-3.9,0.1,-5.0,0.4,17.8,-6.7,-5.0
O=S(=O)(c1ccccc1C(F)(F)F)N1C=CC(C(F)(F)F)=NCC1,0.8,-2.0,-14.6,10.6,-4.3,0.0,-15.0,9.0,x
Cc1ncnc(N)c1CCCNc1ccccc1,0.8,-4.5,-14.8,7.8,-2.7,0.2,12.8,0.8,x
Cc1cccc(NC(=O)c2cccc(S(=O)(=O)NCc3ccccc3)c2)n1,1.5,4.5,-2.2,-1.0,-3.3,0.2,18.3,-19.6,-7.2
CCCCOc1ccc(-c2cn3ccccc3n2)cc1[N+](=O)[O-],2.8,3.7,-7.7,1.9,-9.2,1.3,-1.4,13.0,-19.7
N#Cc1c(CSCC(=O)O)cc(=O)n2c1[nH]c1ccccc12,-2.5,-13.7,-7.1,9.1,-1.6,0.8,8.2,5.2,-5.2
O=C1NC(=Nc2ccccc2)CS1,5.7,-0.6,-5.6,10.2,-4.0,0.3,-4.1,9.6,11.1
O=S(=O)(c1cc(Cl)sc1Cl)N1CCCC1,-1.5,-12.8,-13.3,2.5,-5.0,0.6,9.1,21.6,-2.5
COc1ccc(C2=NN(CN3C(=O)C(=O)c4ccccc43)C(c3ccc(OC)cc3)C2)cc1 (stereo unspecified),5.8,6.0,0.9,-1.9,-2.3,4.2,-9.8,5.0,-6.2
Cc1ccc(C)c(NC(=S)c2ccc3ccccc3n2)c1,6.2,-11.7,-14.7,7.9,-6.2,0.0,-17.2,10.8,-28.3
CC(=O)Nc1ccc(Oc2nc(C)cc(C)n2)cc1,4.0,-9.4,-5.7,5.6,3.4,-0.2,-3.8,0.6,-14.7
COC(=O)/C(C#N)=C\c1c(OC)[nH]c2ccccc12,5.9,-0.7,7.1,-0.9,-0.3,4.2,4.2,1.0,-5.5
O=C(Nc1ccc(N2CCN(C(=O)c3cccs3)CC2)c(Cl)c1)c1cccnc1,8.8,-3.7,4.8,-6.0,-0.1,7.6,29.8,2.9,-15.2
CN1C2CCC1/C(=C\c1ccccc1F)C(=O)/C2=C/c1ccccc1F,11.8,1.2,-1.5,6.3,-7.0,-0.1,-15.5,0.2,-10.6
O=C(O)c1cc2n(n1)CCN(Cc1ccccc1Cl)C2=O,6.7,-4.9,-7.7,10.4,-6.9,0.4,1.3,7.2,13.2
O=c1c2ccccc2sn1-c1cc(S(=O)(=O)N2CCOCC2)ccc1N1CCOCC1,87.0*,-3.3,-21.7,-2.7,11.9,7.2,36.4,1.9,-8.4
O=C(Nc1ccc(S(=O)(=O)NCC2CCCO2)cc1)C1CC(=O)N(c2ccccc2)C1 (stereo unspecified),-0.9,-3.4,2.7,-1.0,-4.5,0.8,-8.7,-2.4,-10.0

# In the list so far, 2 contain a COOH group:
SMILES,TAAR1 ag,CHO-K1 Ca antag,M1 antag,CHRM1 PAM,M1 ag,M1 ag parental,TAAR1 antag,CHO-K1 Ca PAM,CHO parental Ca
N#Cc1c(CSCC(=O)O)cc(=O)n2c1[nH]c1ccccc12,-2.5,-13.7,-7.1,9.1,-1.6,0.8,8.2,5.2,-5.2
O=C(O)c1cc2n(n1)CCN(Cc1ccccc1Cl)C2=O,6.7,-4.9,-7.7,10.4,-6.9,0.4,1.3,7.2,13.2

# Additional compounds follow.
SMILES,TAAR1 ag,CHO-K1 Ca antag,M1 antag,CHRM1 PAM,M1 ag,M1 ag parental,TAAR1 antag,CHO-K1 Ca PAM,CHO parental Ca
Cc1cc(C(=O)Nc2cc(C(F)(F)F)ccc2N2CCOCC2)no1,2.1,-16.5,-6.1,3.4,-3.0,0.4,-15.5,10.7,-24.8
Cc1cc(=O)n(C)c(=O)n1CCCNc1ccccc1,1.7,0.6,9.3,-5.7,-4.4,0.6,-5.1,9.4,-3.8
CC(C)CCNC(=O)C(C)N(Cc1ccc(F)cc1)C(=O)c1ccc(CN2CCOCC2)o1 (stereo unspecified),0.5,-5.0,-6.5,7.9,-5.0,0.8,-31.5,13.5,-5.4
O=C(CNC(=O)C1COc2ccccc2O1)N/N=C/c1cc(Br)c(O)c(Br)c1 (stereo unspecified),-2.9,-7.6,-9.4,8.6,-2.1,0.4,9.2,10.4,-12.9
CS(=O)(=O)CCC(C(=O)Nc1ccc2c(c1)OCO2)N1Cc2ccccc2C1=O (stereo unspecified),1.2,-11.1,-14.6,8.8,-1.2,1.4,-36.4,10.8,-6.5
COc1cc(OC)nc(NC(=O)CCl)n1,2.9,-5.8,-5.4,8.1,-2.8,0.2,0.2,17.6,2.0
O=C(O)c1[nH]c2ccc(Br)cc2c1CCN1C(=O)c2cccc([N+](=O)[O-])c2C1=O,4.5,-6.0,-18.2,13.6,-2.6,0.7,-17.5,25.4,1.9
Oc1ccc(-c2nnc(SCC3CCCCC3)o2)cc1,13.5,-5.2,-3.4,5.2,0.3,0.8,15.7,13.7,5.1
Cc1ccc(-n2c(Cc3cccs3)nnc2SCC(=O)Nc2ccc(F)c(F)c2)cc1,x,-18.6,2.8,9.5,2.0,0.1,x,-1.5,-21.6
Cc1cnc(C(=O)OCC(=O)NCc2ccc(Cl)cc2)cn1,3.0,-24.3,-6.6,9.4,-3.2,0.8,8.4,20.1,-10.3
CCc1ccc(NC(=O)c2cc(-c3ccc(OC)cc3)on2)cc1,0.6,-13.8,27.2,-10.7,-0.2,0.5,15.6,-8.0,-0.6
Cc1ccc(C2(c3noc(CN4CCOCC4)n3)CCCC2)cc1,-0.5,3.6,-17.7,17.6,-2.6,-0.5,-10.6,-16.5,-7.4
O=C(N/N=C/c1ccco1)c1cc(-c2ccccc2)n[nH]1,18.5,-9.9,-12.7,9.2,-3.3,0.8,4.2,21.1,-14.9
COc1ccc([C@@]2(O)c3c(ccc(CC=C(C)C)c3O)NC(=O)[C@@H]2OC)cc1,2.4,-7.3,10.2,-5.5,-4.8,0.1,-4.1,1.0,-11.4
O=C(COc1nsnc1N1CCOCC1)Nc1ccc(Br)cc1,7.0,-11.4,-10.9,7.0,-5.1,3.6,2.0,11.7,-6.6
CC(C)(C)C1CCC(=NNC(=O)c2cc3c(s2)CCCC3)CC1 (stereo unspecified),2.3,5.6,-11.0,15.3,-2.5,-0.6,-27.9,9.3,-27.1
CCC(C)N(C)C1CCN(C(=S)Nc2ccc(OC)cc2)CC1 (stereo unspecified),0.7,-8.4,3.5,-2.1,-4.8,1.6,-2.1,-0.5,9.0
O=C(CSc1nc2ccccc2o1)Nc1nccs1,0.3,2.8,-11.4,9.9,-3.4,1.2,5.9,-9.2,12.3
COc1ccc(CC(=O)OCC(=O)NCc2ccc3c(c2)OCO3)cc1OC,0.0,-11.6,-12.9,4.9,-1.2,0.4,2.7,5.7,-13.2
O=C(CSc1ccc2nnc(-c3ccccn3)n2n1)N1CCOCC1,2.2,-4.9,-9.5,4.1,-2.0,0.2,-26.8,13.9,-1.6
O=C(Nc1ccccc1Cl)Oc1ccc(-c2ccccc2)cc1,-2.6,11.1,-6.4,2.7,-5.4,-0.2,-5.6,-24.1,-1.9
CCc1ccc(S(=O)(=O)N/N=C\c2ccc3c(c2)OCO3)cc1,3.5,0.1,1.7,3.6,-0.4,0.1,-1.1,1.5,-9.4
CCOC(=O)N1CCN(C(=O)C[C@@H]2C[C@@]3(C(=O)OCC)CCC=C3N(Cc3ccc4c(c3)OCO4)C2=O)CC1,-1.3,-3.4,x,x,x,0.3,-12.8,-2.6,x
NC(=O)CC(NC(=O)c1ccc(Br)cc1)c1ccc(N2CCCCCC2)c([N+](=O)[O-])c1 (stereo unspecified),10.3,-5.9,-8.4,12.6,-2.4,-0.7,2.3,20.6,-17.9
CCCSc1nc2cc(C)c(C)cc2n1CC(O)CO (stereo unspecified),4.7,-8.4,-3.4,9.8,-11.6,1.5,12.4,25.5,-10.2
N#CC1(c2c(O)nc3n(c2=O)CCCS3)CCCCC1,11.2,-3.1,-5.8,4.8,-2.4,-0.3,-21.3,17.5,1.8
COc1ccc(-c2nc(CS(=O)CC(=O)NCc3cccnc3)c(C)o2)cc1OC (stereo unspecified),0.6,-4.9,-17.2,4.6,-4.0,0.0,-22.4,14.6,-6.3
COc1ccc(C(=O)C2CCN(CC(=O)Nc3ccccc3F)CC2)cc1,-4.7,-23.9,-6.6,8.9,-1.7,2.8,-7.5,16.1,-17.8
CCCNC(=O)COC(=O)c1ccc(OCC(=O)Nc2ccccc2OC)c(OC)c1,7.6,-4.4,-10.2,8.8,-1.4,1.5,-1.7,1.5,-4.0
O=C(CSc1nnc(CCc2ccccc2)n1-c1ccc(Cl)cc1)c1ccccc1,-0.7,-2.5,0.7,5.3,-4.7,1.0,-8.9,16.1,-23.0
O=C(COC(=O)c1n[nH]c2ccccc12)Nc1ccc(S(=O)(=O)N2CCCC2)cc1,25.9,8.1,23.1,-8.0,0.5,8.1,45.2,11.1,17.8
COc1cccc(N2C(=O)C3CCCN3C2c2ccc(Cl)cc2)c1 (stereo unspecified),-0.8,-7.9,-7.5,2.8,-9.0,0.3,15.2,17.1,-13.7
CCCCC[C@@H](C)N1C[C@H](COCc2ccccc2)Oc2cc(N3CCC[C@@H]3COC)ccc2S1(=O)=O,0.5,-25.8,x,x,x,1.2,-11.0,15.6,x
COc1ccc(-c2nn(-c3ccccc3)cc2/C=N/Nc2ccccn2)cc1OC,10.6,-1.3,-1.0,2.2,-3.4,3.0,31.4,10.7,-14.4
